Bioassay records: PubChem, National Center for Advancing Translational Sciences (NCATS)
p53 reactivator = qHTS assay for re-activators of p53 using a Luc reporter | H1299 p53-A138V BP100-luciferase reporter, luminescence, 24 h | Potency, µM (doses to about 92.2 µM), without a hit: top-dose activity change, positive = activation, usual class: activators | hit rate 0.063% among 320,000; further: % of control where 0% means no effect; nearly all actives have a fitted effect of over 45% in size
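p53-null H1299 cells stably carrying temperature-sensitive p53-A138V and a BP100-luciferase reporter were pinned with compounds (4-point, 1:5 series) and held 24 hrs at 37 deg C. Luminescence was read 10 min after detection reagent.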
uPA generation = qHTS for Inhibitors of Cell Surface uPA Generation; cell surface uPA generation assay, qHTS; Potency, µM (doses to about 38.3 µM), without a hit: top-dose activity change, negative = inhibition, hits mostly inhibitors; hit rate 0.31% among 330,000; active means well fitted inhibition curve with a large enough effect; inconclusive means small, poorly fitted or top-dose-only effect; inactive means no such curve, though single readings can be large or run the other way; tested in mouse RAW 264.7 cells; further: on the % scale 0 is the no-effect control and ±100 the full control effect; nearly all actives have a fitted effect of over 55% in size
FLuc counter = qHTS profiling assay for firefly luciferase inhibitor/activator using purifed enzyme and Km concentrations of substrates (counterscreen for miR-21 project). purified FLuc, Km substrates, luminescence inhibition. Potency, µM (doses to about 57.5 µM), inactives show at the top dose activity change, negative = inhibition, hits mostly inhibitors. hit rate 6.9% among 360,000;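 further: plate controls were vehicle for no effect and reference inhibitor for full effect; nearly all actives have a fitted effect of over 55% in size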
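Purified P. pyralis luciferase, 10 nM final, with Km-level 10 uM D-luciferin and 10 uM ATP in 50 mM Tris acetate pH 7.5, 10 mM Mg acetate, 0.01% Tween-20, 0.05% BSA; 6-point qHTS titration about 60 µM downward; luminescence read.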
MBNL1-CUG inh = qHTS Assay for Inhibitors of MBNL1-poly(CUG) RNA binding. Muscleblind-like protein 1 (Homo sapiens), Q9NR56. AID 2675, 2010. TR-FRET MBNL1-His/biotin-(CUG)12 binding, 665/545 ratio. hit rate 0.036% among 280,000. Potency, µM (doses to about 57.5 µM), for the others: at the top dose activity change, negative = inhibition, usual class: inhibitors; active means well fitted inhibition curve with a large enough effect in the signal ratio, with a control signal flat, not every such curve was filed as active; inconclusive means small, poorly fitted or top-dose-only effect, or effect the other way, or a change in a side signal; inactive means no such curve, though single readings can be large or run the other way; the % refers to the signal ratio; further: on the % scale 0 is the no-effect control and ±100 the full control effect
Target sequence (Q9NR56 whole entry, looked up): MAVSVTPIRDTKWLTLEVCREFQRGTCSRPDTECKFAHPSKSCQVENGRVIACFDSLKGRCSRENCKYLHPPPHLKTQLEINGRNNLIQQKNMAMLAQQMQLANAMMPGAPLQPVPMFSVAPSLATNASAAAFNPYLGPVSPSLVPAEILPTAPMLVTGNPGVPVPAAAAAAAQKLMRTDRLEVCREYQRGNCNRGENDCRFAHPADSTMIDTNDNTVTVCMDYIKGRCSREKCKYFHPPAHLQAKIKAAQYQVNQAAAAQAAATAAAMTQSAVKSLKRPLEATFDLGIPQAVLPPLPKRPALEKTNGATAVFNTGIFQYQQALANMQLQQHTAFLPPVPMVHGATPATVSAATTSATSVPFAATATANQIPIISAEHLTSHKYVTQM
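His-tagged MBNL1 binding to biotinylated (CUG)12 RNA was measured by TR-FRET using terbium anti-His antibody (0.055 ng/ul final) and streptavidin-XL665 (5 nM final). Compounds were titrated 92 nM to 58 uM; 60 min at room temperature.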
BRCA1 expr act = qHTS Assay to Identify Small Molecule Activators of BRCA1 Expression; MCF7-BRCA1-FFLuc reporter, luminescence, 48 h; response scale: scaled: vehicle 0%, 10 µM genistein 100%; Potency, µM (highest dose often 46.1 µM), for inactives: at the highest dose activation, usual class: activators; hit rate 1.1% among 380,000; AID 624202, 2012; further: nearly all actives have a fitted effect of over 80% in size; some results filed as inactive show a strong effect at the top dose
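MCF7-BRCA1-FFLuc cells, 2000/well in phenol-red-free MEM, attached 2 h then treated 48 h at 37 C. Luciferase luminescence read 15 min after reagent; normalized to genistein maximum activation (10microM) and DMSO, concentration-response fitted.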
RORgamma inh = qHTS for inhibitors of ROR gamma transcriptional activity; Potency, µM (top dose mostly 53.6 µM), without a hit: at the highest dose activity change, negative = inhibition, most hits filed as inhibitors; Drosophila S2 Gal4-RORgamma UAS-luciferase reporter, 20 h; hit rate 5.4% among 310,000; further: on the % scale 0 is the no-effect control and ±100 the full control effect; nearly all actives have a fitted effect of over 60% in size
Target sequence (P51450 whole entry, looked up, the tested form may be a part): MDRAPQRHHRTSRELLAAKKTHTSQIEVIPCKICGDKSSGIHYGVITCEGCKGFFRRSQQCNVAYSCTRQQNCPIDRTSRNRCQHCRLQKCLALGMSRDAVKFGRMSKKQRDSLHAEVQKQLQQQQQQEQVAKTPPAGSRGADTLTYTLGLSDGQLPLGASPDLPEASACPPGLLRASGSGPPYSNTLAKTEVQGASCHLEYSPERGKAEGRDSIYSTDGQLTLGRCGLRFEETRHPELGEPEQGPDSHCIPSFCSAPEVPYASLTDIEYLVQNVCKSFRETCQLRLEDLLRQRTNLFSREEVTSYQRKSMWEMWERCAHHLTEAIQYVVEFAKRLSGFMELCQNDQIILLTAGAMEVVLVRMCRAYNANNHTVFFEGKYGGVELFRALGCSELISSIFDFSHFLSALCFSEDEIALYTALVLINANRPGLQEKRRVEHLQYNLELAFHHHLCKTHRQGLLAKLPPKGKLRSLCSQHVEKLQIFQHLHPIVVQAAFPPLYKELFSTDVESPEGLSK
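Luciferase reporter read in Schneider cells carrying Gal4-RORγ (mouse) and UAS-Photinus luciferase; cells given compound 1 h before 700 uM copper sulfate induction, then incubated 20 h at ambient temperature.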
VP16 counter = VP16 counterscreen qHTS for inhibitors of ROR gamma transcriptional activity; hit rate 3.5% among 310,000; Drosophila S2 Gal4-VP16 UAS-luciferase, luminescence, 20 h; AID 2546, 2010; Potency, µM (top dose mostly 53.6 µM), for the others: at the top dose activity, negative = inhibition, most hits filed as inhibitors;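 further: Gal4-VP16 expression switched on by copper sulfate through the metallothionein promoter; on the % scale 0 is the no-effect control and ±100 the full control effect; nearly all actives have a fitted effect of over 50% in size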
ELG1 genotox = qHTS screen for small molecules that induce genotoxicity in human embryonic kidney (HEK293T) cells expressing luciferase-tagged ELG1 | HEK293T ELG1-luciferase reporter, luminescence, 16 h | Potency, µM (doses to about 46 µM), without a hit: at the highest dose activity change, positive = activation, hits mostly activators | hit rate 1.3% among 330,000 | AID 504466, 2011; further: % of control where 0% means no effect; nearly all actives have a fitted effect of over 60% in size
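After overnight (16 hr) compound treatment at 37 °C, ELG1-luciferase HEK293T cells were lysed with ONE-Glo; luminescence quantified 30 min later at room temperature.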
NPC1 promoter act = qHTS Assay for NPC1 Promoter Activators; Huh7 NPC1 promoter luciferase reporter, 24 h; Potency, µM (highest dose often 9.22 µM), without a hit: at the highest dose activation, usual class: activators; hit rate 2.4% among 320,000; AID 485313, 2010;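 further: % of control where 0% means no effect; nearly all actives have a fitted effect of over 60% in size; reporter is driven by a mutant NPC1 promoter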
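Luciferase expression driven by the NPC1 promoter was measured in stably transfected Huh7 cells after a 24 h compound incubation, using a luciferase reagent and a luminescence read.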
Rab9 prom act = qHTS Assay for Rab9 Promoter Activators. Huh7 Rab9 promoter-luciferase reporter, luminescence, 24 h. Potency, µM (series often up to 9.22 µM), for inactives: at the top dose activation, negative = inhibition, usual class: activators. hit rate 2.8% among 320,000. AID 485297, 2010; further: % of control where 0% means no effect; nearly all actives have a fitted effect of over 60% in size
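Promoter activation is measured as luciferase luminescence in Huh7 cells stably transfected with a Rab9 promoter–luciferase construct, following 24 h compound exposure at 37 °C and 10 min reagent incubation at ambient temperature.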
Starred values were filed as active, the others as inactive; ? = inconclusive; · = no result given; & = joins results of further samples; [ ] = dose if it differs, or a comment. Unless noted, the call rests on the fitted dose curve; in most records, active means well fitted curve in the direction sought with a large enough effect; inconclusive means small, poorly fitted or top-dose-only effect, or another doubt; inactive means no such curve, though single readings can be large; an effect the other way counts as inactive or inconclusive. Potency means the concentration at half of the fitted maximal effect.

SMILES	p53 reactivator	uPA generation	FLuc counter	MBNL1-CUG inh	BRCA1 expr act	RORgamma inh	VP16 counter	ELG1 genotox	NPC1 promoter act	Rab9 prom act
CCOC(=O)/C(=C\C=C\N1CCOCC1)C(C)=O	0%	6%	8%	10%	-7%	-9%	5%	?	-3%	7%
CCOC(=O)N1CCN(C(=O)C(=O)NNC(=O)COc2ccc(Cl)c(C)c2)CC1	5%	2%	0%	-2%	-2%	-3%	3%	3%	1%	-10%
Cc1cc(C)nc(SCc2nnc(SCC(N)=O)n2Cc2ccco2)n1	2%	7%	0%	0%	1%	-2%	-6%	0%	-5%	7%
CCOC(=O)C1Oc2ccccc2C(c2ccc(OC)cc2)=C1C(=O)OC (stereo not given)	-8%	-11%	·	·	5%	14%	-9%	1%	·	·
O=C(CN1CCN(CC(=O)Nc2ccccc2Cl)CC1)Nc1ccc(F)c(F)c1	0%	9%	0%	0%	-13%	4%	0%	-4%	1%	2%
CCN(CC(=O)NCc1ccccn1)S(=O)(=O)c1ccc(Cl)cc1	-1%	14%	10%	2%	-3%	0%	-4%	1%	-4%	-3%
O=C(COc1coc(CN2CCc3ccccc32)cc1=O)Nc1ccc([N+](=O)[O-])cc1	-4%	9%	-1%	·	1%	·	·	0%	10%	-12%
Cc1ccc(C(=O)Nc2ccc3ccccc3c2)cc1	-77%[inhibitor]	-16%	0.076µM*	7%	-57%	6.3µM*	11µM*	0.29µM*	0.1µM*	0.22µM*
CCOC(=O)c1cnn2c(C(F)F)cc(C3CC3)nc12	-15%	-3%	1%	-17%	-15%	-9%	-4%	3%	0%	0%
COc1ccc(NC(=O)Nc2c(C)n(-c3ccccc3)c(=O)n2C)cc1OC	0%	1%	1%	14%	0%	14%	-1%	1%	-2%	-4%
Cc1ccc(S(=O)(=O)NCC(=O)NNC(=O)c2ccccc2Cl)cc1C	5%	1%	·	·	0%	·	·	0%	·	·
C[n+]1cccc(C2C(C#N)=C(N)Oc3c2ccc2ccccc32)c1 (stereo not given)	15%	0%	-4%	?	0%	-13%	0%	0%	20%	?
CC(C)(C)NC(=O)C(c1ccncc1)N(C(=O)C1CSC(=O)C1)c1ccccc1 (stereo not given)	-1%	13%	-1%	5%	-3%	-6%	2%	0%	-6%	-2%
Cc1c(C(=O)NCc2ccc3c(c2)OCO3)cccc1[N+](=O)[O-]	-5%	1%	-1%	23%	-1%	14%	0%	1%	0%	-1%
O=C(NN1CCOCC1)c1ccccc1NS(=O)(=O)c1ccc(F)cc1F	-4%	1%	·	·	-5%	·	·	1%	·	·
O=C(NC1CCN(C(=O)N2c3ccccc3Sc3ccccc32)CC1)c1ccco1	-4%	-4%	-1%	-7%	-65%	5%	?	-27%	-1%	-4%
O=C(Cn1nnc2ccccc2c1=O)N[C@H](C(=O)O)c1ccccc1	-5%	7%	0%	1%	-1%	-7%	4%	0%	1%	1%
Cc1cc(O)ccc1NC(=O)c1ccccc1	24%	0%	-6%	6%	21%	26%	0%	-4%	-2%	2%
COc1ccc(CNC(=O)CN(c2ccc(C)cc2)S(=O)(=O)c2c(C)noc2C)cc1	-2%	4%	2%&-1%	-1%	-1%&2%	-2%	2%	5%	0%	3%
Cc1nn(Cc2c(F)c(F)c(F)c(F)c2F)c(C)c1NC(=O)c1nn(C)cc1Br	-6%	4%	1%	-2%	-12%	-2%	-2%	0%	-3%	0%
COc1ccc(C=O)cc1Cn1ccnc1C	-1%	-5%	0%	-5%	0%	-29%	-4%	-1%	-6%	-1%
CC(C)Sc1nc(N2CCOCC2)c2c(c1C#N)CC(C)(C)SC2	14%	12%	-1%	32%[activator]	-44%	15%[10 µM]	-4%	-6%	0%	-10%
Cc1ccc(S(=O)(=O)N(CC(=O)Nc2cccc([N+](=O)[O-])c2)C(=O)N2CCN(C)CC2)cc1	6%	18%	1%	·	18%	·	·	-8%	5%	0%
O=C(O)c1cccc(NC(=O)c2ccccc2NC(=O)c2cccc([N+](=O)[O-])c2)c1	-3%	1%	?	?	16%	0%	-2%	-1%	0%	2%
COC(=O)c1ccc(C[n+]2ccccc2)cc1	·	2%	0%	3%	18%	0.1µM*	12%	0%	-1%	4%
SMILES	p53 reactivator	uPA generation	FLuc counter	MBNL1-CUG inh	BRCA1 expr act	RORgamma inh	VP16 counter	ELG1 genotox	NPC1 promoter act	Rab9 prom act
O=C(c1sc2cc([N+](=O)[O-])ccc2c1Cl)N1CCCCC1	?	-2%	-19%	·	49%	45%	?	1%	8%	11%
CSc1nc2nccc(-c3ccc(Cl)cc3)n2n1	·	-4%	-1%	-3%	-10%	0%	10%	·	·	·
Cc1ccc(S(=O)(=O)N2CCC(C(=O)N[C@@H](C)C(=O)Nc3ccc(F)cc3)CC2)cc1	4%	-2%	0%	2%	-4%	12%	-2%	0%	1%	0%
CCOc1c(Br)cc(C(=O)NCCCn2ccnc2)cc1OC	-3%	9%	2%	-4%	-26%	-2%	-5%	-1%	-6%	-13%[1.84 µM]
COC(=O)c1nn(-c2ccc(OC)cc2)ccc1=O	10%	-5%	4%	12%	15%	-1%	-13%	-6%	2%	-4%
COc1ccc(C2=NS(=O)(=O)N(C)C(C(=O)NC3CCCCC3)=C2)cc1	8%	-29%	-12%	?	-28%	-3%	-3%	0%	-3%	7%
COc1ccc(-c2nnc(SCc3ccc(C(=O)O)cc3)o2)cc1OC	·	4%	-1%	1%	-2%	-20%	-13%	-1%	1%	7%
Cc1ccc(CSCC(=O)N/N=C/c2cccc(OC3CSC3)c2)cc1	-4%	0%	1%	·	1%	-13%	-9%	1%	1%	-3%
COc1ccc(-c2c(-c3ccc(OCC(=O)NN)cc3O)n[nH]c2C)cc1	-2%	3%	2%	-10%	-15%	?	?	7%	-1%	1%
COc1ccc(OC)c(-n2c(-c3ccc(C)cc3)n[nH]c2=S)c1	-6%	2%	-5%	55%[activator]	-10%	4µM*	?	-1%	3%	-2%
Cc1ccsc1CNC1CCCCC1	2%	-5%	0%	-27%	0%	-3%	7%	0%	1%	0%
O=S(=O)(c1ccc2ccccc2c1)N1CCNCC1	·	2%	7%	2%	4%	0%	2%	-1%	7%	4%
CCOC(=O)C1=CN(Cc2cccc(-c3ccc4c(c3)OCO4)c2)S(=O)(=O)N(C)C1C (stereo not given)	-1%	18%	·	·	-28%	·	·	-5%	·	·
CN(C)c1ccc(/C=N/NS(=O)(=O)c2ccc(Br)cc2)cc1	0%	1%	-2%	2%	-6%	4%	5%	0%	4%	9%
CCCCn1c(N)c(N(CC(C)C)C(=O)CCNC(=O)c2ccc(Cl)cc2)c(=O)[nH]c1=O	0%	7%	7%	·	-22%	·	·	1%	-1%	2%

Structures above containing a Cl atom, in the order listed:
SMILES	p53 reactivator	uPA generation	FLuc counter	MBNL1-CUG inh	BRCA1 expr act	RORgamma inh	VP16 counter	ELG1 genotox	NPC1 promoter act	Rab9 prom act
CCOC(=O)N1CCN(C(=O)C(=O)NNC(=O)COc2ccc(Cl)c(C)c2)CC1	5%	2%	0%	-2%	-2%	-3%	3%	3%	1%	-10%
O=C(CN1CCN(CC(=O)Nc2ccccc2Cl)CC1)Nc1ccc(F)c(F)c1	0%	9%	0%	0%	-13%	4%	0%	-4%	1%	2%
CCN(CC(=O)NCc1ccccn1)S(=O)(=O)c1ccc(Cl)cc1	-1%	14%	10%	2%	-3%	0%	-4%	1%	-4%	-3%
Cc1ccc(S(=O)(=O)NCC(=O)NNC(=O)c2ccccc2Cl)cc1C	5%	1%	·	·	0%	·	·	0%	·	·
O=C(c1sc2cc([N+](=O)[O-])ccc2c1Cl)N1CCCCC1	?	-2%	-19%	·	49%	45%	?	1%	8%	11%
CSc1nc2nccc(-c3ccc(Cl)cc3)n2n1	·	-4%	-1%	-3%	-10%	0%	10%	·	·	·
CCCCn1c(N)c(N(CC(C)C)C(=O)CCNC(=O)c2ccc(Cl)cc2)c(=O)[nH]c1=O	0%	7%	7%	·	-22%	·	·	1%	-1%	2%

Single values from the results shown:
`COc1ccc(C2=NS(=O)(=O)N(C)C(C(=O)NC3CCCCC3)=C2)cc1` in Rab9 prom act → 7%
`O=C(c1sc2cc([N+](=O)[O-])ccc2c1Cl)N1CCCCC1` in FLuc counter → -19%
